SUMO1 PPI mod – SUMO1-SIM interaction modulation; SUMO1 binding to a labelled peptide, TR-FRET, 1 h; inhibition, % at 20 µM; 0.33% of 360,000 active; AID 602429; in the data active = inhibition above about 37%
Target sequence (P63165 whole entry, looked up): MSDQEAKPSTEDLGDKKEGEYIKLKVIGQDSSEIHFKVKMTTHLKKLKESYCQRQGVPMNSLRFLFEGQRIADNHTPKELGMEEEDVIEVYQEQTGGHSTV
MsrA inh – bovine MsrA inhibition. purified bovine MsrA, absorbance read-out. inhibition, % at 15.5 µM. 0.75% of 360,000 active; in the data active = inhibition above about 4.5%;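 note: 0% = vehicle wells with enzyme and 100% = reference inhibitor wells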
DNMT1 inh – inhibitors of human DNMT1; AID 588458; 0.83% of 360,000 active; DNMT1 molecular beacon, Hinp1I cleavage, fluorescence; P26358; inhibition (reported as % activation of signal), % at 10 µM; in the data active = inhibition above about 50%
NadD block – NadD (S. aureus) enzyme inhibition; purified NadD enzyme, colorimetric absorbance read-out; inhibition, % at 20 µM; 0.78% of 360,000 active; in the data active = inhibition above about 26%; note: some compounds past the cut are filed as inactive
Rpn11 block – inhibitors of human proteasome Rpn11 | O00487 | human 26S proteasome, Ub4-pepOG fluorescence polarization; 20S core pre-blocked with epoxomicin | calls only at 20 µM | 0.59% of 360,000 active | AID 588493;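 active = inhibition at 20 µM, scaled to each plate's controls, above about 33%, limit read from the data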
STEP inh – inhibitors of human striatal-enriched phosphatase STEP | P54829 | recombinant STEP, OMFP fluorogenic substrate, fluorescence | inhibition, % at 20 µM | 0.25% of 360,000 active | AID 588621;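 active = inhibition at 20 µM, scaled per plate between control wells, above about 37%, limit read from the data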;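 note: 0% = DMSO with enzyme and substrate and 100% = substrate only without enzyme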
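material = STEP tyrosine phosphatase | reagent = fluorogenic phosphatase substrate OMFP at 25 µM final | doses = single compound dose of 20 µM, 1% DMSO final | schedule = 20 min reaction, room temperature, in the dark | measured by = fluorescence, 480/540 nm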
LMPTP inh – LMPTP (human) inhibition; P24666; recombinant LMPTP-A, OMFP fluorogenic substrate, fluorescence intensity; inhibition, % at 20 µM; 0.22% of 360,000 active;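 active = compounds that cut the enzyme signal by at least half of the control window in the single-dose screen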;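 note: plate controls were DMSO wells with enzyme plus substrate for no effect and substrate without enzyme for full effect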
Target sequence (P24666 whole entry, looked up): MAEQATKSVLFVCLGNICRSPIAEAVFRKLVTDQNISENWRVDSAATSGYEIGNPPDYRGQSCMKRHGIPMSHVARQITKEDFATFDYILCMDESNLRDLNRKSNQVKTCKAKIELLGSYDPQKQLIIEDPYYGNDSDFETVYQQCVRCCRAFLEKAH
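Test system: LMPTP-A phosphatase enzyme; input: 0.625 nM LMPTP-A final; reagent: OMFP substrate, 400 µM final; compound dosing: 20 µM single dose, 3% DMSO; incubation: 50 min dark incubation at room temperature; measured by: endpoint fluorescence intensity from OMFP dephosphorylation; measure: % inhibition relative to no-enzyme and uninhibited control wells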
CSN deneddyl inh – blocks human CSN-mediated cullin deneddylation. 0.38% of 360,000 active. inhibition, % at 12.5 µM. Q92905. Purified CSN, SCF-Nedd8-OG deneddylation, fluorescence polarization;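 active = pattern-corrected inhibition above about 35%, with an unprinted fluorescence ratio check between 0.5 and 1.5, limit read from the data, passing the limit was not always enough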;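 note: 0% = enzyme with substrate and 100% = substrate without enzyme; some results filed as inactive read as strong as hits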
Target sequence (Q92905 whole entry, looked up, one chain of several): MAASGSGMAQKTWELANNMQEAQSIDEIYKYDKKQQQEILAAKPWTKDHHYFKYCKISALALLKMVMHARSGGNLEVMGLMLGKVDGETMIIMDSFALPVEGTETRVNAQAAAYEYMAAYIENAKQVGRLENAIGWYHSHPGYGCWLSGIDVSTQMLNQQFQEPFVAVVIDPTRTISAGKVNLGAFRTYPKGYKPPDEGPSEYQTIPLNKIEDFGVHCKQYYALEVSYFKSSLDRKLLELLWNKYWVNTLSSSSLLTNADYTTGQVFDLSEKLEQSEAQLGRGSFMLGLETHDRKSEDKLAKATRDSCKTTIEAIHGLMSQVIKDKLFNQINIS
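Schedule: reaction 90 min, room temperature / Assay system: HEK293T-derived human Csn5 enzyme / Input: Csn5 at 0.24 nM final / Measure: inhibition of Csn5 cleavage, % / Control set: substrate-only high control, full reaction low control / Technique: fluorescence polarization of the substrate / Buffer or medium: Tris/NaCl/DTT buffer, pH 7.5 / Reagent: SCFSkp2-Nedd8OG substrate at 10 nM final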
Scp1 inh – blocks human Scp-1 phosphatase activity; Q9GZU7; AID 493091; inhibition, % at 20 µM; Recombinant Scp1, phosphopeptide, malachite green phosphate absorbance; 0.88% of 340,000 active;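 active = inhibition above about 50% at 20 µM, limit read from the data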;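 note: plate controls were DMSO wells with enzyme for no effect and wells lacking enzyme for full effect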
Target sequence (Q9GZU7 76-261 limits assumed): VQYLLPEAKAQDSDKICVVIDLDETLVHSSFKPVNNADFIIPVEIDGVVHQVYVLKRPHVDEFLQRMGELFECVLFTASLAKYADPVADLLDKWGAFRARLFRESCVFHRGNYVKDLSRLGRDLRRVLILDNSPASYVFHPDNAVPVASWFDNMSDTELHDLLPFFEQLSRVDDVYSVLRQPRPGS
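Test system: SCP-1 catalytic domain; Buffer or medium: Acidic Tris acetate buffer with magnesium and detergent; Also added: Phosphorylated 17-residue peptide substrate; Compound: single 20 µM dose, 1% DMSO; Schedule: enzyme reaction 45 min at room temperature, colour 5 min, stabilisation 30 min; Signal: Phosphate-binding colour reagent, absorbance read at 630 nm.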
Tb MetRS inh – blocks T. brucei methionyl-tRNA synthetase activity | purified T. brucei MetRS, ATP depletion, Kinase-Glo luminescence | inhibition, % at 11.9 µM | 0.4% of 360,000 active;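 active = inhibition above a per-plate cutoff of the control wells' mean inhibition plus 3 SD, cut at about 5.5% in these data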;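 note: 0% = DMSO wells median and 100% = median of wells with control inhibitor compound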
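Test system – parasite MetRS enzyme · Reagent – substrates ATP, L-methionine and bulk Escherichia coli tRNA · Doses – 11.9 µM compound single dose, 0.9% DMSO · Times – 15 min enzyme-compound preincubation, 2 h reaction, 10 min detection, 25 °C · Signal – Kinase-Glo luminescence, ATP depletion format · Controls – DMSO-only wells as low control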
Active calls of the source: *; i = inactive; . = no result given.

SMILES,SUMO1 PPI mod,MsrA inh,DNMT1 inh,NadD block,Rpn11 block,STEP inh,LMPTP inh,CSN deneddyl inh,Scp1 inh,Tb MetRS inh
COC(=O)C(CC(=O)Nc1cc(C)ccc1C)Nc1ccccc1OC (configuration not stated),0,1.1,1,2,i,-4,0.9,2,3,0.1
CN(CC(=O)Nc1cccc(F)c1)C(=O)CNC(=O)Cc1cccc2ccccc12,1,-0.5,-3,-8,i,2,0.0,2,-8,0.3
Cc1ccc(C)c(S(=O)(=O)N2CCN(C(=O)Cc3ccccc3)CC2)c1,-8,1.1,-2,1,i,0,-8.5,3,-7,0.0
COc1cccc(C2c3[nH]c4ccccc4c3CCN2Cc2cccc(C)n2)c1 (configuration not stated),-2,0.8,-3,2,i,0,1.8,-1,-1,-0.3
CCC(c1nnnn1Cc1ccco1)N1CCC(C(N)=O)CC1 (configuration not stated),1,-0.6,10,0,i,0,-3.8,2,-2,0.1
NC(=O)[C@@H]1CCCN1Cc1c(C(=O)N2CCN(C3CCCCC3)CC2)nc2ccccn12,-15,0.8,-1,-1,i,0,-0.4,-4,-5,-0.4
Nc1nc(SCn2nnc3ccccc3c2=O)n[nH]1,3,0.9,1,8,i,-4,-0.7,1,-1,-0.6
Cn1cccc1-c1cc(C(=O)N/N=C/c2cc(Br)ccc2O)[nH]n1,6,-0.1,-13,17,i,0,6.9,9,-7,0.1
CCN(CC(=O)Nc1ccc(N2CCOCC2)cc1)C(=O)c1ccc(C(F)(F)F)cc1,-4,-0.2,-5,1,i,1,-1.0,2,5,-0.6
CSC1=N/C(=C\c2ccc(C)cc2)C(=O)S1,-7,0.2,-1,2,i,5,0.8,0,-19,-0.9
Cc1ccc(/C=C/c2ccc(=O)n(Cc3ccccc3Cl)n2)cc1,-8,-0.1,-10,-1,i,2,7.3,-7,-13,-1.1
Clc1ccc(Cn2cnc3ccccc32)cc1,-2,-0.9,-1,4,i,2,1.3,6,-10,-0.5
O=c1/c(=C\c2cccnc2)sc2nc3ccccc3n12,3,.,14,-1,i,24,-1.4,-1,-8,0.0
COc1ccc(C(CNC(=O)c2cccc(S(=O)(=O)Nc3cccc(C)c3)c2)N2CCOCC2)cc1 (configuration not stated),5,-0.2,0,-1,i,-3,1.0,-5,4,-0.5
Clc1ccc(-c2nc(/C=N/N3CCOCC3)c3ccccn23)cc1,-25,.,-4,-3,i,0,0.9,3,6,0.3
COc1ccc(C(=O)Nc2cc(C(C)=O)c(C)oc2=O)cc1,-5,-1.6,2,3,i,-7,1.0,-2,-6,-0.2
Cc1ccc(/C=N/NC(=O)c2cc3c(ccc4ccccc43)o2)cc1[N+](=O)[O-],-8,0.8,80*,26,i,-1,0.2,-3,-7,0.0
COc1ccc(C(=O)N2CCC(C(=O)Nc3ccccc3C)CC2)cc1OC,-1,-1.0,-5,-1,i,2,-0.7,-1,1,0.8
COc1ccc(/C=C2\Sc3ccc(C(=O)N4CCCC4)cc3N(C)C2=O)cc1OC,-20,.,0,-1,i,-1,-0.8,0,7,-1.1
O=C(/C=C/c1ccc([N+](=O)[O-])cc1)OCC(=O)N1c2ccccc2Sc2ccccc21,-6,-0.7,-1,5,i,-1,0.0,-3,-1,-2.1
O=C(NC(=S)NCc1cccnc1)c1cc2ccccc2o1,-10,0.1,0,-2,i,-3,0.1,-1,-4,1.1
CC(=O)N1CCN(Cc2nc3cc(NC(=O)c4ccc(F)cc4)ccc3n2C)CC1,4,0.8,-1,-8,i,-3,-1.3,-6,-1,-0.5
COc1ccc(OCC(=O)Nc2ccc3c(c2)nc(CN2CCCC2)n3C)cc1,-2,2.9,7,-3,i,24,27,4,-14,-0.9
Cn1c(CNS(=O)(=O)c2ccc(F)cc2)n[nH]c1=S,0,2.3,3,-6,i,-1,-2.8,0,0,-0.6
O=C(Nc1ncc(Cc2ccccc2)s1)C1COc2ccccc2O1 (configuration not stated),-3,1.0,-7,7,i,-3,1.3,-2,48,0.4
CCOC(=O)C1=C(Nc2ccc(OC)cc2)C(N)=NC1=N,-37,1.1,-2,-7,i,-2,-0.1,-2,.,0.0
CSc1ccc(C(=O)C2CCCN(C(=O)CN3CCOC3=O)C2)cc1 (configuration not stated),-5,0.9,7,-4,i,0,0.6,5,-15,-0.3
O=C(NNC(=O)c1cccc(-n2cccc2)c1)c1ccccc1,6,1.6,5,-1,i,0,0.0,-1,-4,-0.3
COc1cc(NC(=O)CSc2nncn2C)c(C)cc1[N+](=O)[O-],-8,1.4,0,-2,i,3,-1.3,5,-1,-1.3
CCC(C)(C(=O)NC1CCCCC1)N(C)C(=O)c1ccc2c(c1)OCO2 (configuration not stated),1,-1.4,-2,-5,i,1,0.0,-5,2,-2.3
COc1ccccc1NC(=O)C(C)n1cnc2c(oc3nc4c(cc32)CCCC4)c1=O (configuration not stated),-4,0.1,6,1,i,-5,-1.5,3,-11,-1.3
Cc1ccc(NC(=O)CN2C(=O)N/C(=C\c3cccn3-c3cccc(C(=O)O)c3)C2=O)cc1,5,.,91*,3,i,12,15,27,67*,0.6
CC(C)NC(=O)c1cc2nc(-c3ccco3)cc(C(F)(F)F)n2n1,-16,-0.4,2,3,i,0,1.7,2,2,-1.2
O=C(Nc1ccccc1SC(=O)c1ccccc1)c1ccccc1,0,0.2,0,-1,i,-3,-1.0,-4,.,-0.2
Cc1c(-c2ccccc2)c(P(=O)(N2CCOCC2)N2CCOCC2)c2ccccn12,-5,0.0,0,-6,i,2,-0.6,0,-3,-1.0
CSCCC(NC(=O)/C(=C/c1ccc(F)cc1)NC(C)=O)C(=O)O (configuration not stated),-1,0.0,-1,2,i,-2,-1.1,-15,-3,-0.1
CNC[C@@H]1Oc2c(NS(C)(=O)=O)cccc2C(=O)N([C@@H](C)CO)C[C@H]1C,4,0.9,13,-4,i,0,-0.7,1,-3,-0.2
Cc1ccccc1C(=O)NC1CCCCCCC1,6,0.8,2,-5,i,-3,-1.7,0,0,-0.2
Cc1cccc(OCC(O)CN2CCN(CCN3C(=O)c4cccc5cccc(c45)C3=O)CC2)c1C (configuration not stated),-30,0.3,6,7,i,0,8.7,-3,-1,-0.2
NNC(=O)c1cc(C23CC4CC(CC(C4)C2)C3)nc2ccccc12,4,-1.2,-2,6,i,1,-0.7,4,-10,-0.1
CO/N=C/NC(=O)c1c(OC)ccnc1Oc1cccc(C(F)(F)F)c1,2,-0.8,4,0,i,0,-0.7,3,-2,0.0
CN(C)c1cc2c(cc1NS(=O)(=O)c1ccccc1)n(C)c(=O)n2C,5,-0.6,0,4,i,-1,-0.3,4,-5,-0.6
COc1ccc(CCNc2nc(C)nc3c2nnn3Cc2ccccc2)cc1OC,1,0.7,-3,-1,i,0,0.5,-5,4,-0.4
Cc1ccc(-n2c(Cc3cccn3C)nnc2SCC(=O)N2CCN(c3ccccc3)CC2)cc1,-3,-0.1,0,1,i,0,2.0,4,-4,-0.9
O=C(O)CC(NC(=O)C1CCCCC1)c1cc([N+](=O)[O-])ccc1Cl (configuration not stated),0,0.6,6,-6,i,-4,-0.5,4,-10,0.2
CCS(=O)(=O)c1ccc(O)c(NC(=O)NC2CCCCC2)c1,-2,-1.9,0,-1,i,-2,-0.2,0,-2,0.2
C=CCNc1n[nH]c(=S)s1,-3,1.4,1,-6,i,-1,-0.3,-1,.,-0.3
CC(=O)Cn1ncc(N2CCOCC2)c(Br)c1=O,-3,0.8,-3,2,i,0,0.1,16,12,0.5
COc1ccc(/C=N/NC(=O)CC2N=C(Cc3ccccc3)NNC2=O)cc1OC (configuration not stated),-4,0.9,4,3,i,-2,-1.1,0,8,0.9
O=C(CSC1=NCCS1)Nc1ccc2ccccc2c1,-5,1.3,2,-7,i,0,-0.5,6,1,0.4
CCOc1ccccc1N,13,0.4,-3,-1,i,-1,-0.2,0,-6,-0.6
Cc1nn(C)cc1C1Nc2ccccc2C(=O)N1O (configuration not stated),-2,0.8,0,-6,i,0,-2.5,6,-6,-0.2
c1ccc(-n2ncc(-c3nn[nH]n3)n2)cc1,-1,0.8,2,-3,i,2,-0.2,-2,-2,-0.3
Cc1ccc(NC(=O)CCCNC(=O)c2ccc(Cl)cc2)nc1,-6,2.0,0,1,i,0,0.4,9,-4,-0.3
COc1cccc(NC(=O)CSc2nnc(NC(=O)C3CC3)s2)c1,6,-0.4,3,-3,i,1,-1.1,-2,-7,-0.1
CCOc1ccc(CCNC(=O)COC(=O)c2ccc(OC(C)C)cc2)cc1OCC,1,0.6,-2,0,i,1,1.2,-2,-2,-0.3

Going on with the list.
SMILES,SUMO1 PPI mod,MsrA inh,DNMT1 inh,NadD block,Rpn11 block,STEP inh,LMPTP inh,CSN deneddyl inh,Scp1 inh,Tb MetRS inh
COc1ccccc1CC(=O)NCCN1CCCCC1,5,3.5,-1,-7,i,-3,-1.1,-5,-4,-0.2
CC(C)(C)OC(=O)N1CCC[C@@H]1CO,-4,.,3,0,i,-3,-1.0,6,-3,-0.8
CC1=C(C(=O)N(C)C)CC(CC(=O)NCCc2ccccn2)C(=O)N1Cc1ccc(C(C)(C)C)cc1 (configuration not stated),3,2.2,3,-2,i,-4,-1.0,3,.,0.8
COc1ccc(N2CCN(C(=O)COC(=O)c3ccc(CSC)o3)CC2)cc1,-2,1.1,2,-1,i,1,2.0,5,-2,0.1
CC(C)(C)C(=O)CSc1nc(N)cc(=O)[nH]1,0,-0.8,0,-5,i,-3,-1.9,2,-7,-0.3

Some entries already given, limited to Tb MetRS inh:
Structure,Tb MetRS inh
COc1ccccc1CC(=O)NCCN1CCCCC1,-0.2
CC(C)(C)OC(=O)N1CCC[C@@H]1CO,-0.8
CC1=C(C(=O)N(C)C)CC(CC(=O)NCCc2ccccn2)C(=O)N1Cc1ccc(C(C)(C)C)cc1 (configuration not stated),0.8

Source: PubChem BioAssay (several laboratories)
